# Compound activity from PubChem BioAssay.
# RMI-FANCM inh – blocks RMI1/RMI2 complex binding to FANCM MM2 peptide; Fluorescence polarization, RMI core complex with F-MM2 peptide; stronger effect = lower value; FP signal (polarization) at 33 µM; actives 0.58% (n = 70,000); in the data active means FP signal below about 40; further: inactives centre near 61; strong numbers were not always called active; unit not given here
# * hit, by the source's call; & = joins results of further samples.
Structure	RMI-FANCM inh
CC1CN(c2ccccc2)c2nc3c(c(=O)n(CC(=O)OCc4ccccc4)c(=O)n3C)n2C1 (stereo not given)	67
C#CC(C)(C)OC(=O)Nc1ccccc1	62
Cc1nc2ccccn2c(=O)c1NC(=O)COc1cccc(C(F)(F)F)c1	68
Cc1cc(C)nc(NS(=O)(=O)c2ccc(NC(=O)/C=C/c3ccco3)cc2)n1	86
Cc1cc(NC(=O)C2CCCN(S(=O)(=O)c3ccc(F)cc3)C2)n(C(C)C)n1 (stereo not given)	67
O=C(Sc1cccs1)C1COc2ccccc2O1 (stereo not given)	55
C/C(=N/NC(=O)c1n[nH]c2c1CCC2)c1ccc(-c2ccccc2)cc1	60
CSc1nnc(NC(=O)c2cccc(S(=O)(=O)N3CCOCC3)c2)s1	60
CCCNC(=O)c1ccc2nc(-c3ccc(C)cc3)cc(OCC)c2c1	58
Cc1cc(=O)[nH]c(N2CCCC2)n1	45

# Additional compounds follow.
Structure	RMI-FANCM inh
CC(=O)Nc1cccc(NC(=O)CSc2nc(CC(=O)Nc3cccc(C)c3C)cs2)c1	64
Cc1cc(NC(=O)C2CCN(S(=O)(=O)c3ccc(Cl)s3)CC2)on1	65
Cc1ccc(CC(=O)Nc2sc3c(c2C(N)=O)CCC(C)C3)cc1 (stereo not given)	67
Cc1ccc(S(=O)(=O)c2c(C)nn(-c3ccccc3)c2OC(=O)c2ccc(C)c([N+](=O)[O-])c2)cc1	61
Cc1cc(=O)[nH]c(-n2nc(C)c(CCC(=O)Nc3nnc(C)s3)c2C)n1	64
CCOC(=O)c1ccc(-c2ccc(/C=C(/C#N)C(=O)Nc3nccs3)o2)cc1	52
O=C(NCCN1CCN(c2ccccc2)CC1)C(=O)NC1CCCC1	64
COCCn1c(-c2ccccc2)c[nH]c1=S	64
COc1cccc(OCC(=O)NCC2CCN(Cc3ccccc3)CC2)c1	76
O=C(CS(=O)(=O)c1ccc(Cl)cc1)Nc1ccc(F)c(F)c1F	57

# Next entries
Structure	RMI-FANCM inh
CCOc1c(C)cc(S(=O)(=O)Nc2ccc3c(c2)N(C(C)=O)CC3)cc1C	74
O=C(Nc1ccccc1N1CCOCC1)c1ccc(OC(F)(F)F)cc1	50
Brc1ccc(C2NCCS2)cc1 (stereo not given)	56
CCCS(=O)(=O)N1CCCc2ccc(NC(=O)COc3ccc(OC)cc3)cc21	59
COCCCNC1=C(C#N)C(=O)NC(c2cccc([N+](=O)[O-])c2)S1 (stereo not given)	55
O=S(=O)(Nc1nc2ccccc2nc1NCc1ccco1)c1cccs1	63
NC(=O)c1oc2ccccc2c1NC(=O)c1cc(=O)c2ccccc2o1	54
CCOC(=O)/C(C#N)=C/NN(C)c1ccc(Cl)cc1[N+](=O)[O-]	58
Cc1ccc(NC(=O)CCn2cnc3c(cnn3C(C)(C)C)c2=O)cc1	75
COc1ccc(Cl)c2sc(NC(=O)c3cccs3)nc12	70

# (next part)
Structure	RMI-FANCM inh
Cc1cc(Br)ccc1NC(=O)Cc1csc(NS(=O)(=O)c2ccccc2)n1	60
Cc1nc(C(=O)NNC(=O)c2c(-c3c(Cl)cccc3Cl)noc2C)cs1	52
O=c1[nH]cnc2c1c(-c1ccccc1)cn2-c1ccc(F)cc1	115
N#Cc1ccc(C#CCOC(=O)Nc2cc(Cl)cc(Cl)c2)cc1	73
CCCCn1c(=O)c(C(C)=O)c(O)c2ccccc21	64
CCOc1ccc(C(=O)N2c3ccccc3NC(=O)C2CC(=O)Nc2cccc(C(F)(F)F)c2)cc1 (stereo not given)	57
Cc1cc(F)ccc1S(=O)(=O)N1CCCCC1CCNC(=O)C(=O)NCCN1CCOCC1 (stereo not given)	51
O=C(NCCCO)C(=O)Nc1ccc(N2CCCS2(=O)=O)cc1	62
S=c1[nH]nc(-c2ccco2)o1	54
COc1ccc(OC)c(N2CC(c3nc4ccccc4n3CCCOc3ccc(C)cc3C)CC2=O)c1 (stereo not given)	70

# New compounds follow:
Structure	RMI-FANCM inh
CSC1=NCCN1C(=O)Cc1cccs1	61
O=c1c2ccccc2c2ccccc2c(=O)n1Cc1ccco1	61
O=C(Cc1csc(SCc2ccc(Cl)cc2)n1)Nc1ccc(Cl)c(Cl)c1	129
O=C(CSc1c(F)c(F)c(C(=O)O)c(F)c1F)Nc1cccc(C(F)(F)F)c1	57
C[C@H](CCC(=O)O)C1CC[C@H]2C3C(=O)CC4CC(=O)CCC4(C)[C@H]3CC(=O)C12C (stereo not given in full)	59
Cc1nc2ccccc2n1Cc1ccc(C(=O)NCCc2ccccc2)o1	74
Cc1ccc(O)c([C@H](CCN(C(C)C)C(C)C)c2ccccc2)c1	66
COc1ccccc1CCNC(=O)Cc1csc(Nc2cccc(Cl)c2)n1	67
c1ccc(CNc2nc3ccccc3s2)cc1	63
COc1cccc2c1OCC(C#N)=C2	53

# (list continues)
Structure	RMI-FANCM inh
Cc1ccc(Cl)c2sc(NCc3ccccn3)nc12	64
CCc1ccccc1NC(=O)C(=O)NCC1CCN(CCOC)CC1	75
CCOC(=O)Nc1cncc(Br)c1	52
O=C(NCCOc1ccc2nnc(-c3cccc(F)c3)n2n1)Nc1ccccc1Cl	77
N#Cc1ccsc1NC(=O)c1cccs1	24
CN(C)CCCN(C(=O)c1ccn(C)n1)c1nc2c(F)cc(F)cc2s1	73
CC(C)c1ccc2nc(NC(=O)C3CCN(S(C)(=O)=O)CC3)sc2c1	68
COc1ccc2c(c1OC)C(=O)OC2[C@H]1c2c(cc3c(c2OC)OCO3)CCN1C (stereo not given in full)	-46
O=C(Nc1nc(C(=O)NCCc2ccc(Cl)cc2)cs1)c1ccccc1	56
CCOC(=O)C(C(=O)OCC)=C(Nc1ccc(Cl)cc1)SC	55

# Next compounds follow.
Structure	RMI-FANCM inh
O=c1c(N2CCCC2)c(N2CCCC2)c1=O	53
O=C(Nc1nnc(CS(=O)(=O)c2ccccc2)o1)c1nc2ccccc2s1	53
O=C(Nc1ccc2ccccc2c1)c1ccco1	58
Cc1ncc(CO)c(/C=C2\Oc3cc(O)ccc3C2=O)c1O	85
Cc1cc(O)c(C(c2ccc(Cl)c(Cl)c2)c2c(O)cc(C)n(C)c2=O)c(=O)n1C	53
NS(=O)(=O)c1ccc(CCNC(=O)C(=O)Nc2nc3ccccc3s2)cc1	49
O=S(=O)(c1ccc(F)cc1)N1CCN(c2ccc(-c3cccs3)nn2)CC1	87
O=S(=O)(c1ccc(Cl)cc1)C(F)F	47
CC(C)(C)c1ccc(S(=O)(=O)NCC(=O)Nc2ccc3c(c2)OCO3)cc1	72
O=C1NC(c2cccs2)C(C(=O)c2ccc(Cl)cc2)C(O)(C(F)(F)F)N1 (stereo not given)	61

# 7 entries already listed, sorted by their value in RMI-FANCM inh, rising.
Structure	RMI-FANCM inh
O=S(=O)(c1ccc(Cl)cc1)C(F)F	47
NS(=O)(=O)c1ccc(CCNC(=O)C(=O)Nc2nc3ccccc3s2)cc1	49
O=C(Nc1nnc(CS(=O)(=O)c2ccccc2)o1)c1nc2ccccc2s1	53
O=C(Nc1ccc2ccccc2c1)c1ccco1	58
O=C1NC(c2cccs2)C(C(=O)c2ccc(Cl)cc2)C(O)(C(F)(F)F)N1 (stereo not given)	61
CC(C)(C)c1ccc(S(=O)(=O)NCC(=O)Nc2ccc3c(c2)OCO3)cc1	72
Cc1ncc(CO)c(/C=C2\Oc3cc(O)ccc3C2=O)c1O	85

# (continued)
Structure	RMI-FANCM inh
O=C(Nc1nc(-c2cc(Cl)sc2Cl)cs1)c1cccs1	61
COc1cc(OC)cc(-c2nnc(NC(=O)c3cccc(OC)c3OC)o2)c1	56
FC(F)(F)c1c(-c2nnnn2-c2ccccc2)cnn1-c1ccccc1	43
COc1cccc(N2CC(c3nc4ccccc4n3CC(O)COc3ccc(C)c(C)c3)CC2=O)c1 (stereo not given)	64
CC(=O)Nc1ccc(S(=O)(=O)N2CCN=C2SCc2ccccc2F)cc1	56
NNC(=O)OC12CC3CC(CC(C3)C1)C2	59
CCC(=O)Nc1ccc(SCC(=O)OCc2ccccc2)nn1	62
Cc1nc(-c2ccccc2)sc1C(=O)NC(=O)c1ccccc1O	48
Cc1ccc2nc(-c3ccc(NC(=O)COc4cccc5c4OC(C)(C)C5)cc3)sc2c1	94
Cc1noc(C)c1S(=O)(=O)Nc1csc(C(F)(F)F)c1-c1ccccc1	56

# Additional results
Structure	RMI-FANCM inh
O=C(N/N=C\c1ccc(OC(=O)c2ccccn2)cc1)c1ccncc1	64
CCC(=O)N1CCc2ccc(NC(=O)COc3ccc(Cl)cc3)cc2C1	65
CCCS(=O)(=O)N1CCCc2ccc(NS(=O)(=O)CC(C)C)cc21	57
Cc1ccc(-c2nc(S(=O)(=O)c3ccc(Cl)cc3)c(NCc3cccnc3)o2)cc1	63
CCOC(=O)N1CCN(S(=O)(=O)CCNC(=O)c2ccc(OC)cc2)CC1	52
COC(=O)c1ccc2c(=O)n(CCCC(=O)N3CCC(Cc4ccccc4)CC3)c(=S)[nH]c2c1	61
CN(C)S(=O)(=O)c1ccccc1[N+](=O)[O-]	57
CCC1N(c2ccccc2)CCN1c1ccccc1	60
Cc1ccccc1CN1C(=O)Nc2ccccc2S1(=O)=O	62
COCCn1c(SCC(=O)Nc2nccs2)nc2c(c1=O)SC(C)C2 (stereo not given)	61

# An excerpt from above in order of molecular weight, descending:
Structure	RMI-FANCM inh
CCOC(=O)N1CCN(S(=O)(=O)CCNC(=O)c2ccc(OC)cc2)CC1	52
CCCS(=O)(=O)N1CCCc2ccc(NS(=O)(=O)CC(C)C)cc21	57
O=C(N/N=C\c1ccc(OC(=O)c2ccccn2)cc1)c1ccncc1	64

# Remaining list, next part:
Structure	RMI-FANCM inh
Cc1nn(-c2ccccc2)cc1-c1cc(-c2ccc(Cl)cc2)nc2oc(C(=O)c3ccccc3)c(N)c12	54
CCC1CCCCN1C(=O)CSc1nc(N)c(NC(=O)c2ccco2)c(=O)[nH]1 (stereo not given)	58
Cc1c(C)c(C)c2[nH]c(-c3ccc4c(c3)OCO4)nc2c1C	63
CCCCn1c(SCC(=O)Nc2ccc(NC(C)=O)cc2)nc2c(-c3ccccc3)c[nH]c2c1=O	126
CCOC(=O)/C(C#N)=C/N=C(N/N=C\c1ccc2c(c1)OCO2)SC	49
Cc1[nH]c2ccccc2c1C(=O)C(=O)NCCN1CCN(c2ccccc2)CC1	56
Cc1ccc(C)c(N2CCN(c3ccc(S(=O)(=O)c4ccccc4)nn3)CC2)c1	63
COC(=O)/C(C#N)=C/c1c(Oc2ccc(Cl)c(C)c2)nc2ccccn2c1=O	71
CN(C)c1ccc(NC(=O)c2cccs2)cc1	50
Cc1ccc(C(CNC(=O)C(=O)Nc2ccc([N+](=O)[O-])cc2C)N2CCOCC2)cc1 (stereo not given)	54

# Next section:
Structure	RMI-FANCM inh
N#Cc1cccc(C#N)c1Oc1ccc(S(=O)(=O)N2CCOCC2)cc1	55
C=CCn1c(SCCC(=O)Nc2ccc(F)cc2)nc2sc3c(c2c1=O)CCC(C)C3 (stereo not given)	84
COc1cc(/C=N\NC(=S)Nc2ccc(F)cc2)ccc1OC(=O)c1ccc(Cl)c(Cl)c1	59
C=CCn1c(=NC(=O)CN2C(=O)CCC2=O)sc2cc(S(N)(=O)=O)ccc21	61
CN(C)c1ccc(CCNC(=O)c2ccc(F)cc2)cc1	70
CCOc1c(C)cc(S(=O)(=O)Nc2ccc3c(c2)OCC(C)(C)C(=O)N3C)cc1C	63
COc1ccc(Cl)cc1C(=O)OCn1c(SC)nnc(C)c1=O	56
CCOC(=O)c1ccc(S(=O)(=O)NCCn2ncccc2=O)cc1	65
NNC(=O)CCc1ccc(O)cc1	56
CC(C)c1nsc(=NC(=Nc2ccccc2)c2ccccc2)n1Cc1ccccc1	59

# (more compounds)
Structure	RMI-FANCM inh
COc1cc(/C=N\NC(=O)CNC(=O)c2cccc3ccccc23)cc(OC)c1OC	70
Cc1ccc(-c2nc3ncccn3c2NC(=O)c2cccc(C(F)(F)F)c2)cc1	56
Clc1ccc(COC(Cn2ccnc2)c2ccc(Cl)cc2Cl)c(Cl)c1 (stereo not given)	68&50&61
O=S(=O)(Cc1ccccc1F)NCC(c1ccsc1)N1CCc2ccccc2C1 (stereo not given)	84
O=c1ccc2ccccc2o1	64
COc1cc2c(cc1OC)C(COc1ccc([N+](=O)[O-])cc1)N(C(=O)c1ccc(S(=O)(=O)N3CCCC3)cc1)CC2 (stereo not given)	70
Cc1ccc(SCCC(=O)Nc2nc3c(s2)CC(C)CC3)cc1 (stereo not given)	56
Cn1nnc2c(Nc3ccc(F)c(Cl)c3)ncnc21	54
Cc1ccc(CNC(=O)CC2Sc3ccccc3NC2=O)cc1 (stereo not given)	66
CC(C)c1ccc(NC(=O)CSc2nc(=O)[nH]c3c2CCCC3)cc1	55

# Next part:
Structure	RMI-FANCM inh
COc1cc(/C=N\NC(=O)C2CCN(CC(O)COCc3ccccc3)CC2)ccc1O (stereo not given)	64
CCOc1ccc(NC(=O)CCC(=O)N/N=C\c2c[nH]c3ccccc23)cc1	60
c1cn2c(n1)NCC2	-22*
COC(=O)c1ccc(NS(=O)(=O)c2cccc(S(C)(=O)=O)c2)cc1	52
COC(=O)CCSCC(=O)Nc1cc(C)on1	58
COCCN1CCC(CNC(=O)Cc2cccs2)CC1	73
CCOC(=O)CSc1nc2cc(C(=O)OC)ccc2c(=O)n1Cc1ccc(Cl)cc1	66
O=C(Nc1ccccc1)c1ncc[nH]1	60
COc1ccc2nc(N(CCn3cccn3)C(=O)C3=COCCO3)sc2c1	61
OCc1ccccc1O	63

# Further records follow:
Structure	RMI-FANCM inh
O=C(Oc1ccc2nc(N3CCN(c4ccccc4)CC3)sc2c1)c1nc2ccccc2s1	80
O=C1CS/C(=N\NC(=O)c2ccncc2)N1	55
Cc1ccc(NC2C=CS(=O)(=O)C2)cc1 (stereo not given)	45
O=C(Nc1ccc(F)c(F)c1)c1c(O)c2ccccc2n(-c2ccccc2)c1=O	63
COc1ccccc1-n1ncc2c(C)nnc(SCC(=O)Nc3ccc(C(N)=O)cc3)c21	66
CCCS(=O)(=O)N1CCN(c2ccc3nnc(C4CC4)n3n2)CC1	63
N#C/C(=C/c1ccccc1Cl)C(=O)Nc1sc2c(c1C(N)=O)CCCC2	68

# A portion of the library; count on the stated rates, not on these rows.
